Compound activity (PubChem)
Abeta yeast res – A-beta toxicity reversal in yeast. yeast expressing A-beta42, growth rescue, OD600, 48 h; response scale: 0% DMSO, 100% iron-clioquinol control. Potency, µM (series often up to 46.1 µM), without a hit: at the highest dose growth rescue, most hits filed as activators. 410,000 compounds, 0.063% hits. AID 1347071; also: potency is read from the fitted curve at half-maximal effect; nearly all actives have a fitted effect of over 55% in size
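Yeast growth medium received pinned compounds, then yeast cells expressing toxic A-beta were added; plates incubated at 30 C for 48 hr. Growth read as absorbance at 600 nm, normalized to DMSO and equimolar FeCl3 plus clioquinol controls.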
EPAC2 ag – activates human EPAC2 exchange factor. AID 720711. 360,000 compounds, 0.079% hits. EPAC2 activation, biochemical qHTS; response scale: 100% = 6.5 mM cAMP response. Q8WZA2. Potency, µM (series often up to 154 µM), without a hit: top-dose activation, actives largely listed as activators; also: potency is read from the fitted curve at half-maximal effect; nearly all actives have a fitted effect of over 50% in size
Target sequence (Q8WZA2 whole entry, looked up): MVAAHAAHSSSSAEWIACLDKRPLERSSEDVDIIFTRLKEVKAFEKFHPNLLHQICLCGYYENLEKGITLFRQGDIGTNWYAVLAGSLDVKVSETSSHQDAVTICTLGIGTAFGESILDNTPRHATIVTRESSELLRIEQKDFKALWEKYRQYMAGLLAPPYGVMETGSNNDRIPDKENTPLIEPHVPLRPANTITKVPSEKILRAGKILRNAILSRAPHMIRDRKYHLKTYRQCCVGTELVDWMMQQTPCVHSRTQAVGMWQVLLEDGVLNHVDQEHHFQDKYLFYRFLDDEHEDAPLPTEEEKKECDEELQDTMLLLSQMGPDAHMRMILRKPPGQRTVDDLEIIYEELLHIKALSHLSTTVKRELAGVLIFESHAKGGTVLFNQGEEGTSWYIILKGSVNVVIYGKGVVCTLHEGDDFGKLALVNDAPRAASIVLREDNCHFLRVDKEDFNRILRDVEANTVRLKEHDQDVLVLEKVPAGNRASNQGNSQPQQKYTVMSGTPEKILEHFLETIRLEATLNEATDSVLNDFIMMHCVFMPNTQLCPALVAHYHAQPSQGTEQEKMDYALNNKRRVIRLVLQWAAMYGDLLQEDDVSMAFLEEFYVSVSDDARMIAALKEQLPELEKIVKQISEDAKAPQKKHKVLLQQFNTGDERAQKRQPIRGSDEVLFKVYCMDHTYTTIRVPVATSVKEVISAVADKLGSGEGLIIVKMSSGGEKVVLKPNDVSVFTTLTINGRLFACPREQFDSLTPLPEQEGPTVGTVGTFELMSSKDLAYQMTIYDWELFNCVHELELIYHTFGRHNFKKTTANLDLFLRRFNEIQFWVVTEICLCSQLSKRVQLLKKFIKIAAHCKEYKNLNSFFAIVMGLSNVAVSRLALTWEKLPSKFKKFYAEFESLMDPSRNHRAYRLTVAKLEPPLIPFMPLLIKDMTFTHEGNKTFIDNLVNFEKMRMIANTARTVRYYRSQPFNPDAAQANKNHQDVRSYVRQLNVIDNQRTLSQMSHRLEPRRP
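EPAC2 (100 nM) mixed with Rap1B loaded with BODIPY-GDP (250 nM) plus 50 uM unlabeled GDP; compounds pinned in, 5 min RT, then read every 5 min for 30 min (ex 480, em 540 nm). Normalized to cAMP control.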
DRD3 agonist – activates the human D3 dopamine receptor | 410,000 compounds, 0.58% hits | D3R DiscoveRx beta-arrestin cells, luminescence, 90 min | max activation, % | P35462; in the data active = max activation above about 30%; also: 0% is about no effect; mostly tested at two doses, the higher about 12 µM
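Cells at 1500/well, incubated overnight, then treated with pinned compounds (dopamine as control) for 90 min at 37 degrees C. DiscoveRx reagent added for 30 - 60 minutes at room temperature; luminescence read.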
DRD3 antagonist – D3 dopamine receptor (human) antagonism; P35462; D3R cells, DiscoveRx beta-arrestin luminescence, antagonist mode; active compounds read low; max response, negative = inhibition, %; 360,000 compounds, 2.5% hits; in the data active = max response below about -50%; inconclusive = no clear call, values can overlap the other calls; also: % is scaled to controls: 0 for no effect and ±100 for the full control effect; mostly tested at two doses, the higher about 12 µM
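Cells plated overnight at 1500 cells/well, then exposed to library compounds with dopamine controls for 90 minutes at 37 degrees C. DiscoveRx reagent added for 30–60 minutes at room temperature; luminescence read, quantitative HTS format.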
EPAC2 antagonist – EPAC2 (human) antagonism; Q8WZA2; EPAC2 GEF exchange of Rap1B-BODIPY-GDP, fluorescence; Potency, µM (doses to about 114 µM), for the others: at the highest dose activity, negative = inhibition, usual class: inhibitors; 360,000 compounds, 0.18% hits; AID 720708; also: potency is read from the fitted curve at half-maximal effect; % is scaled to controls: 0 for no effect and ±100 for the full control effect; nearly all actives have a fitted effect of over 45% in size; many of its hits are not listed in these tables
aSyn yeast inh – alpha-synuclein toxicity inhibition in yeast. Yeast expressing alpha-synuclein, growth rescue, BacTiter-Glo, 24 h. Potency, µM (highest dose often 46.1 µM), for the others: top-dose growth rescue (activation), hits mostly activators. 370,000 compounds, 0.14% hits. AID 652106; also: potency is read from the fitted curve at half-maximal effect; % of control where 0% means no effect; nearly all actives have a fitted effect of over 65% in size
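Screening used galactose-induced yeast with toxic alpha-synuclein levels, exposed to compound for 24 hr at 30 deg C. Cell growth, read with BacTiter-Glo luminescence, gave the measured signal.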
TDP43 rescue – rescues yeast growth from TDP-43 toxicity; TDP-43 expressing yeast growth rescue, BacTiter-Glo, 24 h; Potency, µM (highest dose often 46.1 µM), for inactives: at the top dose growth rescue (activation), usual class: activators; 410,000 compounds, 1.8% hits; also: potency is read from the fitted curve at half-maximal effect; % of control where 0% means no effect; nearly all actives have a fitted effect of over 50% in size
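Yeast cells expressing TDP-43 under galactose induction are exposed to compounds for 24 hr at 30 deg C. BacTiter-Glo luminescence measures growth, so protective compounds score as activators.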
FUS suppressor – rescues growth of FUS-expressing yeast; S. cerevisiae FUS-expressing, growth rescue, OD600, 24 h; Potency, µM (titrated, usually from 76.6 µM), for inactives: top-dose growth rescue (activation), actives largely listed as activators; 390,000 compounds, 0.24% hits; AID 1347120;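 also: potency is read from the fitted curve at half-maximal effect; plate controls were DMSO vehicle for no effect and reference control for full effect; nearly all actives have a fitted effect of over 55% in size; some results filed as inactive show a strong effect at the top dose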
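Cultures pregrown in 2.5% raffinose medium are shifted to minimal medium containing 2% galactose to express toxic FUS. Compounds are tested at several concentrations. After 24hr at 30C, growth is quantified at 600 nm absorbance.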
An asterisk follows results filed as active; ? = inconclusive; . = not tested or not shown; & = joins results of further samples; ! = not confirmed by another sample; [ ] = remark or other dose. Unless noted, calls follow the shape of the dose curve; as a rule, active = well fitted curve in the direction sought with a large enough effect; inconclusive = small, poorly fitted or top-dose-only effect, or another doubt; inactive = no such curve, though single readings can be large; an effect the other way counts as inactive or inconclusive. An excerpt; rates above refer to the full screens.

Under each structure: FUS suppressor	EPAC2 ag	aSyn yeast inh	Abeta yeast res	DRD3 agonist	DRD3 antagonist	EPAC2 antagonist	TDP43 rescue
> CCOC(=O)C(=CNc1ccccc1Cl)C(=O)OCC
  -16%	-2%	0%	-21%	2	45	-21%	19%
> Cc1ccc(N2CC(NC(=O)C3CC3)CC2=O)cc1C (stereo not given)
  -14%	.	.	0%	0	.	.	24%
> O=C(NC1CCN(Cc2ccccc2)CC1)c1[nH]c(C(F)(F)F)nc1-c1ccccc1
  -19%&-13%	11%&10%	-11%&-3%	-16%&-23%	-15&-19	-85*!	9%&13%	2%&-13%
> O=C(C[n+]1ccc(C(=O)c2ccccc2)cc1)Nc1ccccc1OC(F)F
  -17%	4%	-4%	-12%	-19	-13	1%	-16%
> CCc1ccc2oc(-c3ccc(C)c(NC(=O)/C=C/c4ccco4)c3)nc2c1
  10%	.	.	4%	4	.	.	20%
> N#Cc1cc2c(ccc3ccccc32)oc1=O
  24%	15%	-1%	-10%	4	-9	-2%	-29%
> CCCN(C(=O)c1c(CC)noc1C)c1c(N)n(Cc2ccccc2)c(=O)[nH]c1=O
  -13%	3%	-7%	10%	-1	9	2%	-16%
> COc1ccc(Cc2nnc(N/N=C/c3ccc(C)o3)[nH]c2=O)cc1
  .	-12%	-6%	1%	3	79	-1%	12%
> CCc1nc(Nc2ccccc2O)c2oc3ccccc3c2n1
  34%	6%	-4%	-1%	-12	4	13%	-14%
> CCC(C)NCCOc1cccc(Br)c1 (stereo not given)
  -15%	10%	-3%	-1%	0	-72*	-3%	7%
> Cc1ccc(-n2c(Cc3cccc4ccccc34)n[nH]c2=S)c(C)c1
  -16%	21%	2%	?	-7	-10	-24%	11%
> CCn1c(SCc2nc(-c3ccc(OC)c(OC)c3)no2)nnc1-c1cccs1
  6%	6%	17%	-10%	11	19	4%	17%
> CC(C)CCC(O)(CCC(C)C)C(=O)NN1CCCCC1
  .	-3%	-6%	6%	4	6	17%	28%
> Cc1ccccc1C1NC(c2ccccc2C)C([N+](=O)[O-])C(C)(C)C1[N+](=O)[O-] (stereo not given)
  5%	14%	-6%	23%	6	-17	-9%	-3%
> O=C(Cc1ccc(F)cc1)Nc1ccccc1Sc1ccccc1
  14%	20%	16%	-17%	-2	1	?	10%
> COc1ncccc1-c1nnn(-c2ccc(F)cc2)n1
  -17%	14%	-2%	-7%	-6	-6	-9%	?
> Cc1cccc(NC(=O)N2CCC(C(=O)c3ccc(F)cc3)CC2)c1
  -12%	9%	-5%	-17%	-4	2	-2%	26%
> COc1ccc(C(=O)COC(=O)C2CCC(=O)N2)cc1 (stereo not given)
  4%	9%	0%	-1%	-5	-14	-2%	-5%
> Cc1cc(C)c2c(n1)nn1c(C)c(CCC(=O)NCc3ccccc3Cl)c(C)nc21
  -2%	.	.	-17%	-7	.	.	-17%
> N#C/C(=C\c1coc2ccc(O)cc2c1=O)C(=O)Nc1nc2ccccc2s1
  11%	32µM*	1%	1%	6	-1	110%[activator]	-11%
> CCOC(=O)n1c2ccccc2c(=O)n1CCO
  -1%	4%	3%	-1%	3	6	0%	16%
> O=C(CN1CCN(Cc2ccccc2F)C1=O)NCCN1CCOCC1
  -26%	-5%	2%	12%	1	-17	4%	0%
> O=C(NCCO)c1ccc2nc(Cc3cccc(Cl)c3)oc2c1
  -8%	5%	3%	17%	8	4	2%	19%
> Nc1nc(-c2ccc(Cl)cc2)nn1C(=O)c1cccs1
  -15%	-1%	7%	1%	2	8	-1%	1%
> Cc1ccc(-n2nc(C(N)=O)nc2-c2ccccc2)cc1
  -9%	0%	1%	-12%	3	18	5%	6%
> Clc1ccc(-c2cnc3cccnn23)cc1
  -20%	8%	6%	-15%	7	25	-18%	?
> CC(c1n[nH]c(=S)n1-c1ccccc1)N1CCCCC1 (stereo not given)
  -4%	-4%	-9%	0%	-2	2	5%	-7%
> NC(=O)c1cc([N+](=O)[O-])ccc1NCc1cccc(N)c1
  1%	2%	-2%	3%	-23	-28	5%	-9%
> CCCS(=O)(=O)N1CCN(CCCc2ccccc2)CC1
  8%	6%	3%	4%	-12	15	5%	-12%
> COc1cc(Cl)c(NC(=O)c2cc(S(=O)(=O)N3CCOCC3)cn2C)c(OC)c1
  13%	.	.	-15%	7	.	.	5%
> O=C(Nc1ccc(Cl)cc1)N1CCSCC1
  .	-6%	-5%	-7%	-4	-24	5%	?
> COc1ccc(CCNC(=O)C23CN(Cc4ccccc4)CC2C(c2ccc([N+](=O)[O-])cc2)=NO3)cc1 (stereo not given)
  24%	12%	0%	18%	1	-13	9%	8%
> CCOc1ccc(NC(=O)Cn2c(=O)c(CNc3ccccc3)cc3cc4c(cc32)OCCO4)cc1
  ?	.	9%	-21%	-10	.	.	11%
> Cc1n[nH]c(C)c1CCNC(=O)C1CCC(=O)N(Cc2ccccc2F)C1 (stereo not given)
  .	4%	1%	8%	-4	10	4%	22%
> CC1(C(=O)NC2CCCCC2)Cc2ccccc2C(=O)N1Cc1ccc(F)cc1 (stereo not given)
  -21%	.	.	-10%	-4	.	.	0%
> CCOC(=O)c1ccc(S(=O)(=O)Nc2ccc3cn[nH]c3c2)cc1
  41%	5%	-7%	3%	-1	-10	6%	9%
> Cc1nnc(SCc2nnc(-c3ccccc3Br)o2)n1-c1ccccc1
  16%	8%	1%	9%	-2	18	8%	-5%
> COC(=O)c1c(-c2cccc(C)c2)csc1NC(=O)C1CCCO1 (stereo not given)
  25%	8%	2%	-5%	5	-1	-1%	?
> O=C(CCS(=O)(=O)c1ccccc1)Nc1ccc(N2CCN(Cc3ccccc3)CC2)cc1
  .	6%	0%	-7%	-17	-14	-1%	7%
> COC(=O)c1sc(NC(=O)c2c(OC)cccc2OC)c(C#N)c1C
  -20%	-4%	-3%	-11%	0	-4	14%	-7%
> CCOC(=O)N1CCC(NC(=O)CS(=O)(=O)Cc2nc(-c3cccc(Cl)c3)oc2C)CC1
  24%	-2%	0%	-9%	6	-2	4%	7%
> NC(=O)CC(NC(=O)Cc1ccc(Br)cc1)c1ccc(NCCN2CCOCC2)c([N+](=O)[O-])c1 (stereo not given)
  -3%	0%	4%	-7%	5	-4	-4%	6%
> N#CC1=C2SCC(O)(c3ccccc3)N2C(=O)CC1c1ccccc1 (stereo not given)
  22%	10%	15%	-6%	-8	25	-7%	-3%
> CC(=O)NCC(O)c1ccc([N+](=O)[O-])cc1 (stereo not given)
  -22%	3%	-2%	2%	2	16	20%	12%
> CCn1c(=O)n(CC)c2cc(N3CCCC3)c(NC(=O)c3ccc(OC)c(Br)c3)cc21
  32%	21%	0%	-8%	-3	-2	-18%	6%

One compound at a time, as listed above:
COC(=O)c1sc(NC(=O)c2c(OC)cccc2OC)c(C#N)c1C as listed: FUS suppressor = -20%; EPAC2 ag = -4%; aSyn yeast inh = -3%; Abeta yeast res = -11%; DRD3 agonist = 0; DRD3 antagonist = -4; EPAC2 antagonist = 14%; TDP43 rescue = -7%
Cc1n[nH]c(C)c1CCNC(=O)C1CCC(=O)N(Cc2ccccc2F)C1 (stereo not given) as listed: FUS suppressor = .; EPAC2 ag = 4%; aSyn yeast inh = 1%; Abeta yeast res = 8%; DRD3 agonist = -4; DRD3 antagonist = 10; EPAC2 antagonist = 4%; TDP43 rescue = 22%

New compounds follow.
Under each structure: FUS suppressor	EPAC2 ag	aSyn yeast inh	Abeta yeast res	DRD3 agonist	DRD3 antagonist	EPAC2 antagonist	TDP43 rescue
> CCOc1ccc(NC(=O)CSc2nnnn2C2CCCC2)cc1
  33%	6%	-4%	4%	-16	?	-8%	-16%
> CC(=O)N(c1ccccc1Cl)S(=O)(=O)c1ccc(Cl)cc1
  -30%	17%	3%	3%	8	15	-11%	4%
> COc1ccccc1/C=C/C=N/NC(=O)CCn1cnc2ccccc21
  34%	10%	-6%	-1%	0	-16	4%	-22%[1.82 µM]
> Cc1cc(C(C)(C)C)ccc1Oc1cccc2c1S(=O)(=O)N(C1CCCC1)CC(COCc1ccccc1)O2 (stereo not given)
  18%	10%	0%	-13%	2	-10	2%	4%
> CCOc1ccc(Br)cc1S(=O)(=O)N1CC(C)OC(C)C1 (stereo not given)
  12%	9%	5%	-17%	3	12	12%	0%
> Cc1ccc(-n2c(=S)sc3c(=O)n(-c4ccc(F)cc4)c(SCC(=O)O)nc32)cc1C
  24%	3%	3%	4%	6	2	-23%	-15%
> COCCNC(=O)C(=O)NCC1OCCN1S(=O)(=O)c1ccc2c(c1)OCCO2 (stereo not given)
  11%	8%	-2%	-21%	-7	0	3%	-15%
> O=C(COc1ccccc1F)Nc1ccc(S(=O)(=O)N2CCCC2)cc1
  2%	11%	?	21%	2	-1	3%	4%
> O=C(N/N=C/c1ccc(N2CCOCC2)cc1)c1ccncc1
  .	9%	2%	-10%	-5	-10	13%	-20%
> COC(=O)C1=C(C)NC(=O)NC1c1ccc(OC(=O)c2ccco2)cc1 (stereo not given)
  6%	7%	-4%	-2%	2	0	-2%	-2%
> CC(=O)NCCOc1nc(N(C)C)nc(N(C)C)n1
  0%	7%	-2%	4%	1	12	-2%	-12%
> CCCCOC(=O)C1Cc2ccccc2C(=O)O1 (stereo not given)
  6%	7%	0%	-20%	3	15	6%	3%
> O=C(CSc1nnc2n1CCCN2C(=S)Nc1ccc(Cl)cc1)c1ccccc1
  11%	10%	-12%	1%	8	22	15%	?
> COCCN(C(=O)CSc1nc2ccc(OC)cc2[nH]1)c1c(N)n(Cc2ccccc2)c(=O)[nH]c1=O
  -2%	-1%	-2%	1%	-5	0	18%	-11%
> CC1CCCCN1C(=O)CN1C(=O)CN(C)C(=O)c2ccccc21 (stereo not given)
  2%	-6%	17%	-3%	-6	1	-3%	14%
> Cc1ccc(S(=O)(=O)N2CCN(C(=O)Cn3c(=O)cnc4ccccc43)CC2)cc1
  25%	7%	?	-10%	6	20	-3%	2%
> COc1ccc(C2NC(=O)CCC2[N+](=O)[O-])c(OC)c1OC (stereo not given)
  -22%	3%	-2%	0%	1	110	6%	12%
> CCCCc1cc(=O)oc2c(CN(C)C)c(O)c(Cl)cc12
  20%	-3%	2%	-3%	0	-15	0%	-21%
> Cc1ccc(C)c(NC(=O)c2cnn(-c3ccc(F)cc3F)c2C2CCNCC2)c1
  7%	.	.	4%	-16	.	.	18%
